TcdB GH inh = TcdB glycohydrolase inhibition. TcdB glycohydrolase enzymatic assay, plate reader. inhibition, % at 9.99 µM. 0.24% of 350,000 active. P18177; in the data active means inhibition above about 10%
Target sequence (P18177 whole entry, looked up): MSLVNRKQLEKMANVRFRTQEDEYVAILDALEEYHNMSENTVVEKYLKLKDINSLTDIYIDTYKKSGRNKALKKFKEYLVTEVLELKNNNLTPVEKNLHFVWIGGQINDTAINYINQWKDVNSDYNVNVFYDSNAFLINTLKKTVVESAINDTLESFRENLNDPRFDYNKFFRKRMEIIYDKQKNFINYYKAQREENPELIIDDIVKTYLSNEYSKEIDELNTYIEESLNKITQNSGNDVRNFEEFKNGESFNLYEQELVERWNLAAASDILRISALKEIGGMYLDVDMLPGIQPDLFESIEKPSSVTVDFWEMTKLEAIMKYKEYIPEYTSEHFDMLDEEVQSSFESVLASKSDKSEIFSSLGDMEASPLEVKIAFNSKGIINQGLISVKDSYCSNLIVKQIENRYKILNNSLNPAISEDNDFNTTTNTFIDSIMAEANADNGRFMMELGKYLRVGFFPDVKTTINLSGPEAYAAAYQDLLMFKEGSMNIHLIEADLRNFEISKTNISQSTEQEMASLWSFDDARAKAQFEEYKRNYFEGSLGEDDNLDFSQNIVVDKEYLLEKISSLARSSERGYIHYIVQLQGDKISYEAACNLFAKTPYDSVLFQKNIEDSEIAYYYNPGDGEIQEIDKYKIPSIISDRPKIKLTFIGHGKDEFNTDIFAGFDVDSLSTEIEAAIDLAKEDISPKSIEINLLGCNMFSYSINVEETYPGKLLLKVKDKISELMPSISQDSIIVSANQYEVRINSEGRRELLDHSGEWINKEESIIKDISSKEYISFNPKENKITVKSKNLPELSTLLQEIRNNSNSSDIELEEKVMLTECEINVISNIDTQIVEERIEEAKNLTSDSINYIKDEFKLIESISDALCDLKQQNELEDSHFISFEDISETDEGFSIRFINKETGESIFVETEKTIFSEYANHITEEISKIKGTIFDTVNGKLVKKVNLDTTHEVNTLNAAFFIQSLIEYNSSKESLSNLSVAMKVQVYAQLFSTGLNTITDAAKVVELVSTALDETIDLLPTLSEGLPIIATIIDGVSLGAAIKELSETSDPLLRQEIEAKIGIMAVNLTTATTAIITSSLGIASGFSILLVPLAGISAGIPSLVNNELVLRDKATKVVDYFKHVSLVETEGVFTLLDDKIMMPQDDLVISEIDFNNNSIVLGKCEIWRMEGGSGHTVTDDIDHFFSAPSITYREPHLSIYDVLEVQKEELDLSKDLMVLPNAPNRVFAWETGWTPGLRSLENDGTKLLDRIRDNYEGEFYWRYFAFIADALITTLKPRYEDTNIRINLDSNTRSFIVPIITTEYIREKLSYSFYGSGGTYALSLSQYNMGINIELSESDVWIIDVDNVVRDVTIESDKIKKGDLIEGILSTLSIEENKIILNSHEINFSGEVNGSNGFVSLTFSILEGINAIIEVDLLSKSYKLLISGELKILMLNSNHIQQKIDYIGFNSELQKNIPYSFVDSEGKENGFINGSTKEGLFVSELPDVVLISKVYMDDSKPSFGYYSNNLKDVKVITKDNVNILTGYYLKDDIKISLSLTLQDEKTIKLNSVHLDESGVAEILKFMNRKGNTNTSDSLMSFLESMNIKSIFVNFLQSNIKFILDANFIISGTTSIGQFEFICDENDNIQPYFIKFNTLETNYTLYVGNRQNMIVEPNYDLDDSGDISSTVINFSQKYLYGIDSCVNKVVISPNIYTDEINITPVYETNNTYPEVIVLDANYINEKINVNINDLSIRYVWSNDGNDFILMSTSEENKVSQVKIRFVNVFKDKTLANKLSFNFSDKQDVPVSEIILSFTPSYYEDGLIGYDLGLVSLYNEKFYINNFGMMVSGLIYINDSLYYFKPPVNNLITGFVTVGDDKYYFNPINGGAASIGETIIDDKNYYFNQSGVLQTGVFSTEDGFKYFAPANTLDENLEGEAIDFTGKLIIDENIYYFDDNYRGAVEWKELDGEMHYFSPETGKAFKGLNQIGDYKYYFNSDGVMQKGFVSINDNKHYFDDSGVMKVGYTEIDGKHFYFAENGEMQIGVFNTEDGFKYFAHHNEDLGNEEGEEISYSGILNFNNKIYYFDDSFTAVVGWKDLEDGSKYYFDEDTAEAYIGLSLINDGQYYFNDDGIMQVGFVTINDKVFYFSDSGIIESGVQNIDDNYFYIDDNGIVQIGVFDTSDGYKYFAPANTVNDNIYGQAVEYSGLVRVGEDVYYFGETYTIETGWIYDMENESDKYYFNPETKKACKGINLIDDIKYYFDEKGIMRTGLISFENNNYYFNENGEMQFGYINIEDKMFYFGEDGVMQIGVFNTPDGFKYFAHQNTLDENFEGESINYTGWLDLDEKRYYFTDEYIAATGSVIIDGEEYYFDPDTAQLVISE
Active calls of the source: *; & = joins results of further samples.

mol	TcdB GH inh
Cc1ccc(S(=O)(=O)N(C)C[C@@H]2Oc3c(NC(=O)C4CCOCC4)cccc3C(=O)N([C@@H](C)CO)C[C@H]2C)cc1	-0.3
CC(=NNc1cc(C)c2ccccc2n1)c1ccccn1	1.7
CO[C@H]1CN(C)C(=O)c2cc(NC(=O)NC(C)C)ccc2OC[C@H](C)N(Cc2ccccc2)C[C@@H]1C	0.2
Cc1noc(C)c1NC(=O)N(C)C[C@@H]1Oc2ccc(NC(=O)Nc3ccccc3)cc2C(=O)N([C@@H](C)CO)C[C@H]1C	-2.1
CC(C)[C@H](NC(=O)OC(C)(C)C)c1cc(C(=O)N2CCOCC2)c(N)s1	1.9
COc1ccc(-c2ccc3c(c2)O[C@H](CN(C)C(=O)c2ccccc2F)[C@H](C)CN([C@@H](C)CO)S3(=O)=O)cc1	0.1
Cc1ccc(S(=O)(=O)N(C)C[C@@H]2Oc3ccc(NC(=O)Nc4ccc5c(c4)OCO5)cc3CC(=O)N([C@H](C)CO)C[C@@H]2C)cc1	-4.2
O=C(C[C@@H]1CC[C@@H](NC(=O)NC2CCCC2)[C@H](CO)O1)NCc1ccc(F)cc1	-0.8
C[C@H](CO)N1C[C@H](C)[C@H](CN(C)S(=O)(=O)c2ccc(Cl)cc2)Oc2c(NC(=O)Nc3ccc(C(F)(F)F)cc3)cccc2C1=O	-1.1
O=C(C[C@@H]1CC[C@@H]2[C@H](COC[C@H](O)CN2S(=O)(=O)c2ccccc2)O1)NCC1CCCCC1	-2.5
O=C(NCc1ccccc1)c1nc(-c2c(F)cccc2F)oc1-c1ccccc1	0.6
C[C@@H]1CN([C@H](C)CO)C(=O)c2cccc(NC(=O)c3ccncc3)c2O[C@H]1CN(C)CC1CC1	-1.4
C[C@H](CO)N1C[C@H](C)[C@@H](CN(C)C(=O)CCCN(C)C)OCCCC[C@H](C)Oc2ccc(NC(=O)c3ccccc3)cc2C1=O	-1.1
COc1ccccc1NC(=O)N[C@H]1CC[C@H](CC(=O)NCc2ccc(Cl)c(Cl)c2)O[C@@H]1CO	-0.4
COc1cccc(C(=O)N2C[C@@H]3[C@H](c4ccccc42)[C@H](CO)N3C(=O)c2cccc(F)c2)c1	-0.2
Cc1noc(C)c1NC(=O)Nc1ccc2c(c1)C(=O)N([C@@H](C)CO)C[C@H](C)[C@@H](CN(C)S(C)(=O)=O)OCCCC[C@@H](C)O2	-0.5
Cc1noc(C)c1S(=O)(=O)Nc1ccc2c(c1)C(=O)N([C@@H](C)CO)C[C@H](C)[C@@H](CN(C)Cc1ccc(Oc3ccccc3)cc1)O2	-1.2
COc1cccc(S(=O)(=O)Nc2ccc3c(c2)[C@H]2C[C@H](CC(=O)N4CCCCC4)O[C@H](CO)[C@H]2O3)c1	0.2
CO[C@H]1CN(C)C(=O)c2cc(C#N)ccc2OC[C@@H]2O[C@H](CC[C@H]2OC)CCN(C)C(=O)[C@@H]1C	-0.9
OC[C@H]1[C@H](c2ccc(C#Cc3ccccc3)cc2)[C@H]2CN(CC3CCOCC3)CCCCN21	1.1
C[C@@H](NC(=O)[C@@H]1[C@@H](CO)[C@@H]2Cn3c(cccc3=O)[C@@H]2N1C(=O)C1CC1)c1ccccc1	-0.1
CC(C)CC#Cc1cnc2c(c1)C(=O)N([C@H](C)CO)C[C@H](C)[C@H](CN(C)C(=O)CCN1CCCCC1)O2	-0.1
C[C@@H]1C=CCCO[C@]12C(=O)N(Cc1ccc(F)cc1)c1ccccc12	1.0
Cc1cccc(S(=O)(=O)N2C[C@@H](O)COC[C@H]3O[C@H](CC(=O)N4CCN(C)CC4)CC[C@@H]32)c1	-0.2
O=C(NC1CCCCC1)N[C@H]1CC[C@@H](CCNS(=O)(=O)c2ccccc2)O[C@@H]1CO	-0.3
COc1ccc2c3c(n(C)c2c1)[C@H](CO)N(CC1CC1)CC31CCN(S(=O)(=O)c2cn(C)cn2)CC1	-0.1
CNC[C@@H]1Oc2ccc(NC(=O)Cn3cnnn3)cc2C(=O)N([C@H](C)CO)C[C@H]1C	1.5
CCCC(O)C#Cc1cnc2c(c1)C(=O)N([C@H](C)CO)C[C@H](C)[C@H](CN(C)C(=O)NC(C)C)O2 (some centres not stated)	0.6
C[C@@H]1CCCCO[C@@H](CN(C)CC2CCCCC2)[C@H](C)CN([C@H](C)CO)C(=O)c2cc(NC(=O)Nc3ccccc3)ccc2O1	0.2
Cc1noc(C)c1NC(=O)N(C)C[C@H]1Oc2cc(C#CCC(C)C)ccc2S(=O)(=O)N([C@@H](C)CO)C[C@H]1C	0.7

Looked up above:
Value for CC(=NNc1cc(C)c2ccccc2n1)c1ccccn1 in TcdB GH inh: 1.7
Value for Cc1ccc(S(=O)(=O)N(C)C[C@@H]2Oc3c(NC(=O)C4CCOCC4)cccc3C(=O)N([C@@H](C)CO)C[C@H]2C)cc1 in TcdB GH inh: -0.3
Value for CNC[C@@H]1Oc2ccc(NC(=O)Cn3cnnn3)cc2C(=O)N([C@H](C)CO)C[C@H]1C in TcdB GH inh: 1.5

Back to the main list with the two entries that preceded the break.
mol	TcdB GH inh
C[C@@H]1CCCCO[C@@H](CN(C)CC2CCCCC2)[C@H](C)CN([C@H](C)CO)C(=O)c2cc(NC(=O)Nc3ccccc3)ccc2O1	0.2
Cc1noc(C)c1NC(=O)N(C)C[C@H]1Oc2cc(C#CCC(C)C)ccc2S(=O)(=O)N([C@@H](C)CO)C[C@H]1C	0.7
Cn1cnc(CCNC(=O)C[C@@H]2CC[C@@H]3[C@H](COC[C@@H](O)CN3C(=O)Nc3ccc(Cl)cc3)O2)c1	0.4
CCCN(C)C[C@@H]1Oc2cc(-c3cccc(C#N)c3)ccc2S(=O)(=O)N([C@H](C)CO)C[C@@H]1C	-0.3
C[C@@H]1CN([C@@H](C)CO)C(=O)Cc2cc(NS(=O)(=O)c3ccccc3)ccc2O[C@H]1CN(C)Cc1ccc(Oc2ccccc2)cc1	1.5
C[C@H](CO)N1C[C@H](C)[C@H](CN(C)C(=O)[C@H]2CCCN2C)OCc2ccccc2-c2c(n(C)c3ccccc23)C1=O	1.5
CC(C)[C@H](NC(=O)c1ccccc1)C(=O)N1CCC[C@H]1C(=O)NCCc1ccccc1Cl	1.7
C[C@@H]1CN([C@H](C)CO)S(=O)(=O)c2ccc(C3=CCCC3)cc2O[C@H]1CN(C)C(=O)C1CCOCC1	-1.5
C/C=C/c1ccc(C2[C@H]3CNC[C@@H]2N3S(=O)(=O)c2ccc(C)cc2)cc1 (some centres not stated)	-2.2&-0.5
CO[C@H]1CN(C)C(=O)c2ccc(NC(=O)C3CC3)cc2OC[C@H](C)N(C(=O)c2ccccc2)C[C@@H]1C	-1.7
COc1ccc(NC(=O)Nc2ccc3c(c2)C(=O)N([C@H](C)CO)C[C@H](C)[C@H](CN(C)CC2CCCCC2)OCCCC[C@@H](C)O3)cc1	0.4
O=C(C[C@@H]1CC[C@H](NC(=O)CN2CCOCC2)[C@@H](CO)O1)NC1CCC1	0.5
COc1ccc(C#Cc2ccc([C@@H]3[C@H](CO)N4C(=O)CN(C(=O)c5ccccc5)C[C@@H]34)cc2)cc1	-1.5
CCCN1[C@H](C(=O)N[C@@H](C)c2ccccc2)[C@@H](CO)[C@@H]2Cn3c(ccc(-c4ccccc4)c3=O)[C@@H]21	-1.5
CN(C)C(=O)C[C@@H]1CC[C@@H]2[C@@H](COc3ccc(NS(=O)(=O)c4cccc(F)c4)cc3C(=O)N2C)O1	-1.0
COc1ccc(CN2[C@H](CO)[C@H]3c4ccccc4N(C(=O)Nc4ccc(F)cc4)C[C@H]32)cc1	-0.4
COCCNC(=O)C[C@H]1C=C[C@@H](NS(=O)(=O)c2ccc(C)cc2)[C@H](CO)O1	-0.1
COc1cccc(-c2cnc3c(c2)C(=O)N([C@H](C)CO)C[C@H](C)[C@H](CN(C)S(C)(=O)=O)O3)c1	2.2
C/C=C/c1ccc([C@@H]2[C@H](C#N)N(C(=O)c3cccnc3)[C@H]2CO)cc1	-0.3
O=C(Nc1cccc(F)c1)N1CCCCN2[C@H](C1)[C@H](c1ccc(-c3ccccc3F)cc1)[C@@H]2CO	-0.3
O=C(C[C@@H]1CC[C@H](NC(=O)Nc2ccc(F)cc2)[C@H](CO)O1)NCc1ccccn1	0.1
Cc1noc(C)c1NC(=O)Nc1ccc2c(c1)C(=O)N([C@@H](C)CO)C[C@H](C)[C@H](CN(C)C(=O)Nc1ccc(F)cc1)O2	1.6
CN1CCN(C(=O)C[C@@H]2CC[C@@H]3[C@H](COc4ccc(NC(=O)c5cccs5)cc4C(=O)N3C)O2)CC1	0.1
C[C@H]1CN([C@@H](C)CO)C(=O)Cc2cc(NC(=O)CCN3CCOCC3)ccc2O[C@H]1CN(C)C(=O)Nc1ccc2c(c1)OCO2	-0.8
O=C(C[C@@H]1CC[C@H](NC(=O)C2CCOCC2)[C@@H](CO)O1)Nc1nccs1	0.6
O=C(Nc1cccc(Cl)c1)N[C@H]1CC[C@H](CCNC(=O)C2CCOCC2)O[C@H]1CO	0.1
C[C@@H]1CCCCO[C@@H](CN(C)Cc2ccc(Cl)c(Cl)c2)[C@@H](C)CN([C@@H](C)CO)C(=O)c2cc(NS(C)(=O)=O)ccc2O1	2.0
C[C@H](CO)N1C[C@H](C)[C@H](CN(C)S(=O)(=O)c2cn(C)cn2)Oc2ncc(C#Cc3ccccc3)cc2C1=O	1.8
CC(=O)N(Cc1cccc(F)c1)C[C@H]1[C@@H](c2ccccc2)[C@@H](CO)N1C(C)=O	-0.2
C[C@H](CO)N1C[C@H](C)[C@H](CN(C)Cc2ccc3c(c2)OCO3)Oc2c(NS(C)(=O)=O)cccc2C1=O	-1.0
O=C(c1ccccn1)N1CC[C@@H]2[C@H]1c1cc(Br)ccc1N[C@@H]2CO	1.4
C[C@@H]1CCCCO[C@@H](CN(C)C(=O)Nc2ccc(C(F)(F)F)cc2)[C@H](C)CN([C@H](C)CO)C(=O)c2cc(NC(=O)Nc3ccccc3)ccc2O1	0.3

2 entries from above, as labelled records:
Cc1noc(C)c1NC(=O)Nc1ccc2c(c1)C(=O)N([C@@H](C)CO)C[C@H](C)[C@H](CN(C)C(=O)Nc1ccc(F)cc1)O2
  TcdB GH inh = 1.6
CO[C@H]1CN(C)C(=O)c2ccc(NC(=O)C3CC3)cc2OC[C@H](C)N(C(=O)c2ccccc2)C[C@@H]1C
  TcdB GH inh = -1.7

(cont.)
mol	TcdB GH inh
CNC[C@@H]1Oc2ccc(NC(=O)Nc3c(C)noc3C)cc2CC(=O)N([C@H](C)CO)C[C@@H]1C	0.1
C[C@@H]1CCCCO[C@H](CN(C)Cc2ccc3c(c2)OCO3)[C@@H](C)CN([C@H](C)CO)C(=O)c2cc(NC(=O)C3CCCCC3)ccc2O1	-0.1
CN1CCN(C(=O)C[C@@H]2C[C@H]3c4cc(NC(=O)C5CCOCC5)ccc4O[C@H]3[C@@H](CO)O2)CC1	1.7
CN(C)C(=O)c1cccc(-c2ccc([C@@H]3[C@H]4CN(C(=O)C5CCCC5)CC(=O)N4[C@H]3CO)cc2)c1	0.8
CCC(=O)Nc1ccc2c(c1)C(=O)N(C)C[C@@H](OC)[C@H](C)CN(Cc1ccccc1F)[C@H](C)CO2	0.2
C[C@H]1CN([C@@H](C)CO)C(=O)CCCn2cc(nn2)CO[C@@H]1CN(C)Cc1cccc(C(=O)O)c1	0.1
CCCC(=O)Nc1ccc2c(c1)C(=O)N(C)C[C@@H](OC)[C@@H](C)CN(C(=O)C1CCCC1)[C@H](C)CO2	-0.4
CCC(=O)Nc1ccc2c(c1)C(=O)N(C)C[C@H](OC)[C@@H](C)CN(C(=O)C1CC1)[C@@H](C)CO2	-0.3
C[C@@H](O)C#Cc1cnc2c(c1)C(=O)N([C@@H](C)CO)C[C@H](C)[C@H](CN(C)Cc1cccc(F)c1)O2	-0.8
O=C(C1CCCC1)N1CC(=O)N2[C@@H](CO)[C@@H](c3ccc(C#CC4CCCC4)cc3)[C@@H]2C1	0.2
C[C@H](CO)N1C[C@H](C)[C@@H](CN(C)C(=O)C2CCOCC2)Oc2ncc(C3=CCCCC3)cc2C1=O	-1.4
CN(C)C(=O)C[C@@H]1CC[C@H](NC(=O)NC2CCCCC2)[C@@H](CO)O1	0.7
Cc1noc(C)c1NC(=O)N(C)C[C@@H]1Oc2ncc(/C=C/c3ccccc3)cc2C(=O)N([C@H](C)CO)C[C@H]1C	0.4
COCC(=O)Nc1ccc2c(c1)C(=O)N(C)[C@@H]1CC[C@@H](CC(=O)NCCCN(C)C)O[C@H]1CO2	1.8
COc1ccc2c3c([nH]c2c1)[C@H](CO)N(C(=O)CN1CCOCC1)CC31CCN(Cc2ccccc2)CC1	-4.2
CC(C)c1cn(CC[C@@H]2CC[C@H](NC(=O)Nc3cc(Cl)cc(Cl)c3)[C@H](CO)O2)nn1	0.5
Cc1ccc(S(=O)(=O)N(C)C[C@H]2Oc3ncc(Br)cc3C(=O)N([C@H](C)CO)C[C@H]2C)cc1	-0.1
COc1ccc2c3c([nH]c2c1)[C@@H](CO)N(Cc1cccc(F)c1)CC31CCN(Cc2ccccn2)CC1	-0.8
C[C@@H]1CN([C@H](C)CO)C(=O)c2cc(NC(=O)CCCN(C)C)ccc2O[C@@H]1CN(C)C(=O)Nc1ccccc1	0.9
C[C@@H]1CCCCO[C@@H](CN(C)S(=O)(=O)c2ccc(Cl)cc2)[C@H](C)CN([C@H](C)CO)C(=O)c2cc(NC(=O)Nc3ccc(F)cc3)ccc2O1	0.0
COc1ccc(S(=O)(=O)N[C@H]2CC[C@H](CCn3cc(C(C)C)nn3)O[C@@H]2CO)cc1	0.3
C[C@@H]1CN([C@H](C)CO)C(=O)c2cccc(N(C)C)c2O[C@@H]1CN(C)C(=O)Nc1ccc(C(F)(F)F)cc1	12.7*
COc1ccccc1-c1ccc([C@@H]2[C@H]3CN(C(=O)c4cccnc4)CCCCN3[C@H]2CO)cc1	0.2

A portion of the library (hit frequency here may not be typical).
